ABHD5 PLIN5 PPI: ABHD5-PLIN5 interaction inhibitors, primary screen, cell lysate, split luciferase complementation, luminescence | Perilipin-5 (Homo sapiens) + 1-acylglycerol-3-phosphate O-acyltransferase ABHD5 (Homo … | Split G. princeps luciferase complementation, 4 h | inhibition, % at 4 µM | actives 0.78% (n = 360,000);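 active means inhibition above the mean inhibition across every tested compound plus 3 SD, cut at about 22% in these data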;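 further: 0% = DMSO only wells and the 100% control is not disclosed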
MC4R barr agon: MC4R agonists recruiting beta-arrestin, primary screen, cell-based, luminescence, agonist arm of biased-ligand search; U2OS MC4R beta-arrestin complementation; percent of melanotan II response, DMSO zero; actives 0.98% (n = 360,000); activation, % at 8.9 µM; Melanocortin receptor 4 (Homo sapiens), P32245;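 active means activation above a per-plate cutoff, the mean activation of sample wells on that plate plus 3 SD, cut at about 8% in these data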
Target sequence (P32245 whole entry, looked up): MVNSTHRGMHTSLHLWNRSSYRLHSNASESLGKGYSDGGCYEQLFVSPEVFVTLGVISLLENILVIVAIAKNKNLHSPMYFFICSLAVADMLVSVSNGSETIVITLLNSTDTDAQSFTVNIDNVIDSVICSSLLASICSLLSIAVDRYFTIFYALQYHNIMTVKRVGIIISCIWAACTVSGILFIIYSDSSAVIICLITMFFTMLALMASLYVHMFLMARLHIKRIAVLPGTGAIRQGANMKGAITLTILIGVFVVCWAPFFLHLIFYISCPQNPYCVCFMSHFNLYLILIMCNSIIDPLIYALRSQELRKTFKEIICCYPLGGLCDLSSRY
SRC1 inh: SRC1 coactivator transcriptional activity inhibitors, primary screen, cell-based, luminescence | HEK293 GAL4-SRC1 luciferase reporter | actives 0.12% (n = 360,000) | inhibition, % at 3.6 µM | Nuclear receptor coactivator 1 (Homo sapiens), Q15788;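 active means inhibition above the campaign mean plus 3 SD, with each screening campaign given its own cutoff, cut at about 60% in these data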;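 further: 0% = DMSO treated cells and 100% = gossypol at 36 µM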
SRC3 inh: SRC3 coactivator transcriptional activity inhibitors, primary screen, cell-based, luminescence; actives 0.17% (n = 360,000); AID 588352, 2011; inhibition, % at 3.6 µM; HEK293 GAL4-SRC3 luciferase reporter;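 active means inhibition above a per-campaign cutoff, the mean of all compounds plus 3 SD, cut at about 60% in these data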;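 further: 0% = DMSO-treated cells and 100% = gossypol-treated cells at 36 µM; higher means less SRC3-driven luciferase light from the GAL4 reporter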
NR5A2 inv ag: LRH-1 (NR5A2) inverse agonists, primary screen, cell-based, luminescence, HEK293T, StAR-luciferase reporter | LRH-1 transfected, 24 h | inhibition, % at 3.6 µM | AID 602396, 2012 | Nuclear receptor subfamily 5 group A member 2 (Homo sapiens), O00482 | actives 0.13% (n = 360,000);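 active means inhibition above the mean inhibition of all tested compounds plus 3 SD, cut at about 73% in these data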;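 further: 0% = DMSO wells and 100% = reporter-only cells lacking LRH-1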
Target sequence (O00482 whole entry, looked up): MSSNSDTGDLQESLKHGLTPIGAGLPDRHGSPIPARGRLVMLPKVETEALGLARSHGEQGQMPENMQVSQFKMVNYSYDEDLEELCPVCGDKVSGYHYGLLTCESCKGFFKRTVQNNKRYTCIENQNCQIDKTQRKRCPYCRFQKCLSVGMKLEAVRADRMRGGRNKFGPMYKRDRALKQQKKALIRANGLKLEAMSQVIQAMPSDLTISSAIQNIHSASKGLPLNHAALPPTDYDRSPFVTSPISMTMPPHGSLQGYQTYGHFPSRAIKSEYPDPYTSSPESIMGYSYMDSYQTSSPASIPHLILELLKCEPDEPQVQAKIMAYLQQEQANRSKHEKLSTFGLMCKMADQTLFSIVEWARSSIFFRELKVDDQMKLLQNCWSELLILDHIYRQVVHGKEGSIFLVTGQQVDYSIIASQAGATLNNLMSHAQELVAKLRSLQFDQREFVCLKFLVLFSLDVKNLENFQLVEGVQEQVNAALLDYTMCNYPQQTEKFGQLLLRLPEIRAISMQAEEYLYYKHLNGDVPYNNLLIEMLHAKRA
COUP-TFII inh: NR2F2 transcriptional activity inhibitors, primary screen, cell-based, luciferase reporter, HEK293T, luminescence | COUP transcription factor 2 (Homo sapiens), P24468 | inhibition, % at 8.6 µM | HEK293T NGFI-A luciferase reporter | actives 0.7% (n = 370,000);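 active means inhibition above a per-plate cutoff, mean inhibition of test wells between control levels plus 3 SD, cut at about 38% in these data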;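 further: cells cotransfected with COUP-TFII expression vector driving the NGFI-A reporter; 0% = median of COUP-TF2 test wells and 100% = reporter-only cells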
NOD2 RIPK2 PPI: NOD2-RIPK2 binding disruptors in cells, primary screen, fluorescence, CHO cells, BLA complementation; Receptor-interacting serine/threonine-protein kinase 2 (Homo sapiens), O43353; CCF4 ratio; inhibition, % at 4.98 µM; actives 0.38% (n = 360,000); AID 624267, 2012; in the data active means inhibition above about 21%;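 further: 0% = vehicle only and 100% = reference blocker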
TLR9-MyD88 block: inhibitors of TLR9-MyD88 association in cells, primary screen, cell-based, CHO, BLA complementation, fluorescence; actives 0.21% (n = 340,000); CCF4 FRET ratio; Toll-like receptor 9 (Homo sapiens) + Myeloid differentiation primary response protein …; inhibition, % at 4.98 µM;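 active means inhibition above the mean over all tested compounds plus 3 SD, cut at about 21% in these data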;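 further: 0% = DMSO only wells and 100% = clavulanate BLA inhibitor control wells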
SRC2 inh: inhibition of GAL4-SRC2 driven luciferase reporter, primary screen, SRC2 inhibitor project, cell-based, luminescence | HEK293 GAL4-SRC2 luciferase reporter | inhibition, % at 9 µM | actives 0.17% (n = 370,000) | AID 651957, 2012;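 active means inhibition above the mean inhibition of all tested compounds plus 3 SD, set per campaign, cut at about 52% in these data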;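 further: 0% = DMSO treated cells and 100% = cells given Gossypol at 36 µM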
MC4R antag cAMP: MC4R antagonists of cAMP signaling, primary screen, cell-based, TR-FRET, antagonist arm of biased-ligand search | inhibition, % at 6.5 µM | Melanocortin receptor 4 (Homo sapiens), P32245 | actives 0.48% (n = 360,000) | MC4R-expressing cells, MTII-stimulated cAMP, LANCE TR-FRET;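 active means inhibition above its plate's cutoff, the mean of tested wells on that plate plus 3 SD, cut at about 29% in these data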;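 further: 0% = Melanotan II alone and 100% = Melanotan II plus saturating MCL0020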
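material = U2OS cells stably expressing human melanocortin 4 receptor (MC4R) | also added = Melanotan II challenge | dosing = single nominal compound dose of 6.5 µM | detection = TR-FRET with Eu-cAMP and labeled anti-cAMP, 671 nm | replication = singlicate | timing = compound 30 min, challenge 1 h, detection 1 h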
EBV LMP1 NFkB: EBV LMP1-driven NF-kappaB luciferase reporter inhibitors, primary screen, cell-based, luminescence, single point; LMP1-induced NF-kappaB luciferase reporter cells; inhibition, % at 12.5 µM; actives 0.69% (n = 350,000); in the data active means inhibition above about 41%;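 further: 0% = neutral control wells and 100% = reference inhibitor control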
* hit, by the source's call; nt = not tested or not shown.

ABHD5 PLIN5 PPI,MC4R barr agon,SRC1 inh,SRC3 inh,NR5A2 inv ag,COUP-TFII inh,NOD2 RIPK2 PPI,TLR9-MyD88 block,smiles,SRC2 inh,MC4R antag cAMP,EBV LMP1 NFkB
2,3.5,-15,-4,3,16,-8,-1,COC(=O)c1nnn(-c2nc(N3CCOCC3)nc(N3CCOCC3)n2)c1C,13,-5,1
6,5.3,2,10,6,-18,2,nt,Cn1c(=O)cc2c3c(c(N4CCCCC4)ccc31)C(=O)c1ccccc1-2,0,-14,nt
3,0.9,6,-11,-7,1,-13,-11,COCc1cc(CN2CCCC(C(=O)Nc3cccc(-n4cnnn4)c3)C2)ccc1OC (stereo not given),-3,13,-3
-14,-0.8,-5,1,4,0,-7,-2,COc1cccc(-c2ccc3c(c2)C2CC3CCN2C(=O)c2ccc(-c3ccccc3)cc2)c1 (stereo not given),-1,14,-15
-6,-2.8,14,12,-14,7,-7,-3,Cc1cccc(C)c1NC(=S)NC(=O)CCc1ccccc1,-5,10,-4
-3,-2.0,-10,11,3,6,2,-4,Nc1nc(Cl)c(C=O)c(N2CCCCC2)n1,2,37*,-8
-4,-0.4,-3,16,11,-17,-4,4,COc1ccc(-n2nc3c(c2NC(=O)c2ccc(S(=O)(=O)N4CCOCC4)cc2)CS(=O)C3)cc1 (stereo not given),-10,0,10
-7,-1.1,-7,-20,-60,-20,-7,7,COC(=O)c1ccc(Nc2ncnc3sccc23)cc1,-23,6,-9
-8,0.3,13,9,-3,-3,1,-13,CCN(CC(=O)NCc1cccs1)C(=O)CCOc1ccccc1C,-16,1,-4
9,4.7,-2,18,-6,2,-16,-15,CN(C)S(=O)(=O)c1ccc(C(=O)Nc2nc(-c3ccccc3)c(C(=O)c3ccccc3)s2)cc1,-20,-3,-3
6,-0.9,-7,-1,8,14,3,9,CCOP(=O)(OCC)c1nc(-c2ccc(Cl)cc2Cl)oc1N1CCCCC1,0,12,21
-13,2.5,-23,-27,-11,7,2,-3,O=C(COc1ccc(-n2cnnn2)cc1)Nc1ccc(F)c(F)c1F,-23,4,2
2,-1.2,-7,7,-12,-13,1,-2,CC(C)C[C@H](NC(=O)[C@@H]1Cc2ccccc2CN1)C(=O)Nc1ccc(C(C)C)cc1,-15,10,0
-1,-0.1,10,18,-3,5,7,3,Fc1cccc(NC(=S)N2CCn3cccc3C2c2cccnc2)c1 (stereo not given),-27,16,-4
1,-3.9,3,10,-8,-1,-5,0,CC(=O)OCC1OC(OC(C)=O)C(NC(=O)Cc2ccccc2)C(OC(C)=O)C1OC(C)=O (stereo not given),27,8,-3
0,-0.7,-9,10,35,1,-1,-1,O=C(COc1cc(F)ccc1[N+](=O)[O-])Nc1ccc(N2CCOCC2)cc1,-4,2,2
1,3.2,-35,-17,-49,-3,-8,-1,COc1ccccc1N1CCN(/N=C/c2cccc(OC)c2O)CC1,-67,13,-35
-2,0.2,-25,6,-1,-5,1,10,O=C1COc2ccc(C(=O)CSc3nnc(-c4cccs4)n3Cc3ccccc3)cc2N1,-20,9,-18
7,0.7,6,7,-16,6,-1,7,Cc1noc(C)c1NC(=O)Nc1ccc2c(c1)C(=O)N([C@H](C)CO)C[C@H](C)[C@@H](CN(C)S(=O)(=O)c1ccc(F)cc1)O2,-24,17,1
11,3.4,-7,-15,3,-3,-8,-4,O=C(CN(C(=O)c1csnn1)c1ccc2c(c1)OCCO2)NCc1ccccc1,-10,6,-3
-4,-2.3,-8,-1,-7,-2,1,4,CN1C(=O)CSC1=Nc1ccc(Br)cc1,17,6,3
-2,-1.3,-82,-58,-30,-29,4,-1,O=Cc1cccc(OC(=O)/C=C/c2ccco2)c1,-20,-7,-30
-7,1.7,-88,-48,-68,-33,0,9,Cc1nc(-c2nc(-c3c(C(=O)NN)noc3C)cs2)cs1,-74,-1,-5
-3,0.0,10,10,21,-5,3,0,Cc1nc(=O)c(-c2ccccc2)c(C)n1-c1cccc(/C=C/C(=O)O)c1,22,-1,-6
7,-1.4,-10,-8,9,6,2,-7,O=C(Nc1ccc2c(c1)OCO2)C1CCN(S(=O)(=O)c2cccc3cccnc23)CC1,-10,5,5
-2,1.2,-13,18,0,-11,-3,6,O=C(Nc1ccc(F)c(Cl)c1)NC1CC1,5,4,0
4,0.5,17,-17,-11,-12,2,nt,CCOC(=O)C1(C)CCCCCN1C(=O)c1snnc1C (stereo not given),10,15,nt
-4,-3.1,-24,15,-3,19,6,2,Cc1c(C#N)c(NC(=O)CCl)n(Cc2ccccc2)c1C,2,10,-40
-5,0.9,1,16,-1,-14,8,2,CC(C)OC(=O)C1C(=O)CC(C)(O)C(C(=O)OC(C)C)C1c1cccc([N+](=O)[O-])c1 (stereo not given),-1,-1,0
11,0.2,-26,-8,-14,-18,-11,-6,CSc1nc(Cl)c(Br)c(Nc2c[nH]c(=O)[nH]c2=O)n1,-5,3,0
-10,-0.6,-6,-4,-9,-4,2,3,COC(=O)[C@H]1C[C@@H]1[C@H](NC(=O)c1cnccn1)c1ccccc1,-17,-6,-6
2,-1.3,-20,-36,11,-28,-8,-16,CC(C)CC(NC(=O)CCC(=O)OCC(=O)[C@@]1(O)CCC2[C@@H]3CCC4=CC(=O)C=C[C@]4(C)C3[C@@H](O)C[C@@]21C)C(=O)O (stereo not given in full),-32,-4,13
1,-0.6,-8,12,-7,-4,-5,2,CC(C)O/C(=N\S(=O)(=O)c1ccc(Cl)cc1)c1ccccc1,8,0,-2
-6,-1.4,-4,-4,-28,-3,-4,-3,COCCCNC(=O)C1CCN(S(=O)(=O)c2c(C)noc2/C=C\c2ccc(OC)cc2)CC1,-6,1,4
-3,-1.4,-13,-6,7,0,-5,3,COc1ccc(C(=O)NCCS(=O)(=O)N2CCCCCC2)cc1,-13,7,-5
1,1.0,-5,-7,11,-7,-13,5,Cc1ccc(F)cc1NC(=O)COC(=O)C1CCN(c2ccc(C(F)(F)F)cn2)CC1,-20,-3,-3
5,-0.5,-45,-35,-17,-50,11,-3,CCc1ccc(NC(=O)Nc2ccncc2)cc1,-58,1,0
3,-0.9,-94,-83,-79,-49,-12,nt,CCOC(=O)c1csc(-c2ccc3c(c2)CCO3)n1,-29,-2,-8
-1,-1.0,4,-8,8,-11,-7,-5,CCN(C[C@H]1N[C@@](CC)(C(=O)OC)[C@H]2C(=O)N(Cc3ccccc3)C(=O)[C@@H]12)C(=O)c1ccccc1,3,8,-2
-1,0.2,-5,1,4,2,-6,-14,COc1ccc(C(C)(C)C)cc1NC(=O)COC(=O)c1ccc([N+](=O)[O-])o1,-12,1,1
2,-3.4,0,2,-16,1,-7,-3,O=C(c1ccc(-c2cccc(C(F)(F)F)c2)o1)N1CCCCCCC1,-7,11,-4
5,-1.6,-7,-29,6,18,13,10,O=c1c(-c2ccccc2)[n+]([O-])c2ccccc2n1O,-5,0,-1
-2,0.1,-3,-27,9,6,1,-5,O=C(COC(=O)c1n[nH]c(=O)c2ccccc12)c1ccc(Cl)cc1,-28,-3,6
3,-1.6,-31,14,3,-11,2,8,CC(=O)c1cc(-c2ccccc2)n(CCC(=O)NC2CCCC2)c1C,6,-3,-11
-3,-1.5,-5,-25,-9,nt,5,-14,Cc1ccc(NC(=O)C2(S(=O)(=O)c3ccc(C)cc3)CC2)cc1,nt,4,2
4,1.3,4,20,-7,-4,-7,0,Cc1c(S(=O)(=O)N2CCc3ccccc3C2)c(=O)n(C)c(=O)n1C,-31,1,-1
-2,-0.9,-1,-5,-4,30,3,3,CN(CC(=O)Nc1ccc(Cl)cc1)S(=O)(=O)c1cccc2cccnc12,5,-2,7
5,0.1,14,-2,-1,10,-1,-12,COC(=O)[C@@H](NC(=O)c1ccccc1OC1CCN(S(C)(=O)=O)CC1)C(C)C,10,-5,2
4,-0.1,6,-12,1,-9,9,-4,CCc1nn(CC(=O)NCCN2CCOCC2)c(=O)c2cc3c(OC)cccc3n12,6,0,-1
0,-0.3,-11,19,-15,0,1,-1,CCOC(=O)N1CCN(C(=O)CSc2ccc3nnc(CCNC(=O)c4ccc(OC)cc4)n3n2)CC1,-10,14,-3
-5,2.0,4,1,-9,6,-2,-1,CCCCCc1ccc(CC(=O)Nn2c(C)nc3ccccc3c2=O)cc1,-1,4,7
-4,-1.6,13,20,28,-2,0,-16,C=CCNC(=S)NNc1ncnc2sc3c(c12)CC(C)(C)OC3,1,3,0
2,-2.5,7,10,-22,1,-4,2,NS(=O)(=O)c1ccc(NC(=O)CCC(=O)N2CCOCC2)cc1,-7,1,-5
14,nt,nt,nt,17,7,-10,nt,C[C@H](c1ccccc1)N1C[C@@H](COCc2ccccc2)Oc2cc(N3CC[C@H](N(C)C)C3)ccc2S1(=O)=O,-20,nt,nt
-12,-0.8,-2,11,-15,13,-12,4,CSCCC(NS(=O)(=O)c1ccccc1F)C(=O)NCC(c1ccco1)N(C)C (stereo not given),-10,5,3
0,-1.2,-5,15,8,-13,1,-18,O=C(CCCCn1c(=O)c2ccccc2n(CC(=O)NC2CCCC2)c1=O)NC1CCCC1,-11,6,8
0,-1.1,-32,0,15,1,-8,-8,N#CCC(=O)N/N=C/c1ccc(Sc2nc3ccccc3s2)o1,-2,-1,-2
3,-2.1,-28,-24,-16,-8,-2,0,Cc1cccc(-c2noc(-c3ccccc3C(=O)NCC3CCCO3)n2)c1 (stereo not given),-10,4,-12
0,-1.8,-5,8,-8,4,-6,8,CC(C)(C)c1cc[n+](-c2nc([O-])sc2C=O)cc1,-1,5,-6
2,-0.7,-40,-24,-91,-22,-11,-2,CCSc1nc(N)nc(-c2cccs2)c1C#N,-64,-9,-4

High-throughput results as filed in PubChem.

Some of the compounds tested, so the mix of outcomes need not match the whole.
